GPR55 beta-arrestin = selective activators of receptor GPR55 – imaging, U2OS cells, beta-arrestin-GFP redistribution, primary screen (AID 1961). U2OS GPR55 beta-arrestin-GFP redistribution imaging; higher % means a stronger effect. activation, % at 10 µM; hits with a dose series show EC50 in µM. actives 0.048% (n = 290,000);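 active = activation above 40% with more than 50 cells counted in the well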;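 also: U2OS osteosarcoma cells stably expressing GPR55 and beta-arrestin-GFP; plate controls were DMSO negative control for no effect and LPI positive control for full effect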
GPR35 antagonists = inhibition of zaprinast-stimulated GPR35 beta-arrestin translocation – imaging, U2OS, beta-arrestin-GFP, zaprinast agonist, primary screen (AID 2058) | actives 0.052% (n = 290,000) | U2OS GPR35 beta-arrestin-GFP translocation imaging, zaprinast antagonism; higher % means a stronger effect | inhibition, % at 10 µM, or IC50 in µM where a hit was titrated;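 active = inhibition of at least 50% with at least 30 cells and total cytoplasm GFP at most 10,000,000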
Myeloid diff 2 = compounds promoting myeloid differentiation; ER-HoxA9 myeloid progenitors, lysozyme-GFP differentiation, flow cytometry; calls only at 10 µM; actives 1% (n = 360,000);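 active = normalized GFP-positive differentiation at or above the plate's own cutoff, the solvent-only control mean plus 3 SD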;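 also: cells exposed to compound for four days before flow analysis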
NOD1 NF-kB reporter = inhibition of NOD1-driven NF-kB reporter – cell-based, luminescence, uHTS, primary screen (AID 1578); actives 1% (n = 290,000); inhibition, % at 4 µM; hits with a dose series show EC50 in µM; NOD1-driven NF-kB luciferase reporter cells, luminescence; higher % means a stronger effect; in the data active = inhibition mostly above about 36%, no sharp cut-off; inactive = mostly below about 34%;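 also: HEK-293T reporter cells stimulated with the NOD1 agonist gamma-tri-DAP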
HEK293 NOD2/NF-kB = inhibition of NOD2-driven NF-kB reporter – cell-based, luminescence, uHTS, HEK293 (AID 1566); HEK293 NOD2/NF-kB luciferase reporter, luminescence; higher % means a stronger effect; inhibition, % at 4 µM, or EC50 in µM where a hit was titrated; actives 0.63% (n = 290,000); also: many of its hits are not listed in these tables
HIV fusion peptide = inhibitors of HIV fusion peptide binding, primary screen, biochemical, uHTS, fluorescence dequenching (AID 1986); actives 0.3% (n = 290,000); inhibition, % at 20 µM; hits with a dose series show IC50 in µM; cell-free peptide binding, fluorescence dequenching, 30 min; higher % means a stronger effect; in the data active = inhibition mostly above about 52%, no sharp cut-off; inactive = mostly below about 76%; also: some results filed as inactive read as strong as hits
GPR55 antagonists = GPR55 antagonists blocking LPI-driven arrestin recruitment, primary screen, imaging, U2OS, beta-arrestin-GFP, LPI agonist (AID 2013); U2OS GPR55 beta-arrestin-GFP translocation imaging, LPI antagonism; higher % means a stronger effect; inhibition, % at 10 µM; hits with a dose series show IC50 in µM; actives 0.13% (n = 290,000);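 active = spots per cell inhibited over 60%, with over 100 cells counted and total cytoplasm intensity under 500,000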;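 also: U2OS cells stably carrying GPR55 and arrestin-GFP stimulated by 5 µM LPI near EC80; imaged beta-arrestin-GFP aggregate spots per cell after agonist stimulation; plate controls were LPI-stimulated DMSO wells for no effect and DMSO wells without LPI for full effect; some results filed as inactive read as strong as hits; confirmed hits need IC50 under 10 µM and bright autofluorescent wells are also inconclusive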
KOR beta-arrestin-1 = KOR agonists, beta-arrestin recruitment, primary screen, cell-based, luminescence, uHTS (AID 1777); KOR beta-arrestin recruitment, luminescence; higher % means a stronger effect; activation, % at 10 µM; hits with a dose series show EC50 in µM; actives 0.02% (n = 280,000); in the data active = activation above about 50%, passing the limit was not always enough; also: a part of the inactive calls stands beside numbers as strong as those of hits
KOR beta-arrestin-2 = KOR antagonists, beta-arrestin recruitment, cell-based, luminescence, uHTS (AID 1778) | actives 0.091% (n = 290,000) | inhibition, % at 10 µM; hits with a dose series show IC50 in µM | KOR beta-arrestin recruitment, luminescence, antagonist mode; higher % means a stronger effect; also: strong numbers were not always called active
Myeloid diff 2 GFP+ MAC1+ % = further read-out of Myeloid diff 2, marked with its call; GFP+ MAC1+ double positive, %; measured here: differentiation confirmed by MAC1 staining
* = called active by the depositor; i = inactive; . = not tested or not shown; + = active, no number; [ ] = remark or other dose. Rule as the data show it, unless noted: active = inhibition above about 50%; inactive = the rest.

entry	canonical_smiles	GPR55 beta-arrestin	GPR35 antagonists	Myeloid diff 2	Myeloid diff 2 GFP+ MAC1+ %	NOD1 NF-kB reporter	HEK293 NOD2/NF-kB	HIV fusion peptide	GPR55 antagonists	KOR beta-arrestin-1	KOR beta-arrestin-2
1	Cc1ccc(NC(=O)CCC(=O)OCCCC(F)(F)C(F)(F)F)cc1	-0.2%	3%	i	1.2	-13%	13%	-1.6%	18%	-1.3%	0%
2	Fc1ccc(-n2nnc(-c3ccccc3Cl)n2)cc1	-0.1%	21%	i	0.3	14%	3%	3.3%	16%	-0.2%	-11%
3	CCOC(=O)c1c(C)[nH]c(C(=O)COC(=O)c2[nH]c(C)c(C(C)=O)c2C)c1C	0.3%	4%	+	13*	-56%	14%	0.9%	-7%	12%	-12%
4	O=C(O)c1ccc(/C=N/NC(=O)c2ccc3c(c2)OCCO3)cc1	-0.1%	26%	i	0.3	29%	-1%	-2.0%	7%	-5.2%	39%
5	COc1ccc(C(=O)Nc2ccccc2SCc2cc(=O)n3nc(C)sc3n2)cc1OC	-0.2%	20%	i	1.6	12%	-1%	0.1%	3%	-4.2%	6%
6	O=C(O)CCc1ccc(-c2ccccc2)n1CC(=O)O	-0.2%	-2%	i	1.1	-2%	12%	13%	8%	-2.9%	-3%
7	O=C(Nc1ccc(N2CCOCC2)nc1)c1ccc(Cl)cc1	-0.2%	-5%	i	2.7	-34%	-18%	0.3%	16%	-1.6%	7%
8	CC1CCCN(C(=O)c2cc(N3C(=O)C4C5CCC(C5)C4C3=O)ccc2Cl)C1 (stereo unspecified)	-0.1%	-10%	.	.	-9%	10%	-1.5%	3%	-0.1%	-10%
9	CC(=O)NN1C(=O)c2ccccc2NC1c1cccc([N+](=O)[O-])c1 (stereo unspecified)	-0.1%	15%	i	0.9	-12%	-4%	0.8%	8%	-3.8%	2%
10	COc1ccc(/C=N/N=C2/C(=O)Nc3ccccc32)cc1O	0.2%	-13%	i	0.1	-24%	-16%	-2.5%	-2%	-4.8%	-32%[20 µM]
11	CC1=C(CC/C(C)=N/NC(N)=S)C(C)(C)CCC1	-0.3%	-4%	i	5.7	-27%	-3%	0.3%	3%	-1.5%	18%
12	COc1ccc(CNC(=S)Nc2ccc(Br)cc2)cc1	0.0%	-6%	i	0.4	-6%	20%	3.0%	5%	-2.0%	-41%[20 µM]
13	CCN(CC)C(=O)c1cc2c(=O)n3cccc(C)c3nc2s1	0.2%	2%	i	0.3	-7%	16%	0.6%	12%	-3.9%	-16%
14	Cc1ccc(S(=O)(=O)Nc2cccc(N(C)S(C)(=O)=O)c2)cc1[N+](=O)[O-]	-0.1%	10%	i	0.2	44%	17%	-0.6%	10%	.	-16%[20 µM]
15	CCC(Sc1nc2ccccc2c(=O)[nH]1)C(=O)O (stereo unspecified)	-0.1%	11%	i	2.5	-1%	9%	-1.9%	-2%	0.0%	7%

An excerpt from above in order of heavy-atom count, descending:
entry	canonical_smiles	GPR55 beta-arrestin	GPR35 antagonists	Myeloid diff 2	Myeloid diff 2 GFP+ MAC1+ %	NOD1 NF-kB reporter	HEK293 NOD2/NF-kB	HIV fusion peptide	GPR55 antagonists	KOR beta-arrestin-1	KOR beta-arrestin-2
5	COc1ccc(C(=O)Nc2ccccc2SCc2cc(=O)n3nc(C)sc3n2)cc1OC	-0.2%	20%	i	1.6	12%	-1%	0.1%	3%	-4.2%	6%
8	CC1CCCN(C(=O)c2cc(N3C(=O)C4C5CCC(C5)C4C3=O)ccc2Cl)C1 (stereo unspecified)	-0.1%	-10%	.	.	-9%	10%	-1.5%	3%	-0.1%	-10%
1	Cc1ccc(NC(=O)CCC(=O)OCCCC(F)(F)C(F)(F)F)cc1	-0.2%	3%	i	1.2	-13%	13%	-1.6%	18%	-1.3%	0%
13	CCN(CC)C(=O)c1cc2c(=O)n3cccc(C)c3nc2s1	0.2%	2%	i	0.3	-7%	16%	0.6%	12%	-3.9%	-16%
12	COc1ccc(CNC(=S)Nc2ccc(Br)cc2)cc1	0.0%	-6%	i	0.4	-6%	20%	3.0%	5%	-2.0%	-41%[20 µM]
2	Fc1ccc(-n2nnc(-c3ccccc3Cl)n2)cc1	-0.1%	21%	i	0.3	14%	3%	3.3%	16%	-0.2%	-11%
11	CC1=C(CC/C(C)=N/NC(N)=S)C(C)(C)CCC1	-0.3%	-4%	i	5.7	-27%	-3%	0.3%	3%	-1.5%	18%

The list continues:
entry	canonical_smiles	GPR55 beta-arrestin	GPR35 antagonists	Myeloid diff 2	Myeloid diff 2 GFP+ MAC1+ %	NOD1 NF-kB reporter	HEK293 NOD2/NF-kB	HIV fusion peptide	GPR55 antagonists	KOR beta-arrestin-1	KOR beta-arrestin-2
16	Cn1c(CNc2nc3ccccc3n2CCN2CCCCC2)nc2ccccc21	0.1%	23%	i	0.7	-3%	13%	-2.0%	21%	.	.
17	O=C(Nc1cccc(-n2cnnn2)c1)c1ccc(Cl)cc1Cl	0.3%	9%	i	3.7	9%	22%	1.7%	-10%	-2.2%	-30%
18	CCc1oc(C(=O)OC)cc1CSC(=N)N	-0.1%	13%	i	0.7	-8%	-19%	-1.3%	-7%	1.1%	.
19	COc1cccc(CNC(=O)C2CC(=O)N(C3CCCCCCC3)C2)c1 (stereo unspecified)	-0.1%	-6%	i	0.5	-21%	9%	-1.3%	10%	-2.9%	-26%
20	CCC1CCCCN1C(=O)COC(=O)c1cc2ccccc2cc1O (stereo unspecified)	0.3%	-13%	.	.	-8%	-4%	-1.8%	4%	-2.4%	10%
21	Cc1nn(-c2ccccc2)c(C)c1C(=O)OCC(=O)NC12CC3CC(CC(C3)C1)C2	0.0%	11%	i	0.4	12%	-17%	0.0%	28%	5.6%	-1%
22	OCC1(Cc2ccccc2Cl)CCN(C/C=C/c2ccccc2)CC1	0.6%	19%	i	0.8	-32%	-3%	-0.2%	-3%	1.5%	-27%
23	O=C(CC(=O)N/N=C/c1ccc(Cl)cc1Cl)NCc1ccccc1	0.2%	-10%	i	1.0	12%	4%	0.4%	7%	1.8%	13%
24	CCOCCCN1CC(C(=O)NCCc2ccccc2)CC1=O (stereo unspecified)	-0.1%	-16%	i	0.7	-31%	-1%	-2.4%	6%	1.6%	-15%
25	Cc1cccn2c(=O)c(C=O)c(N3CCN(C)CC3)nc12	0.2%	6%	i	0.1	-15%	5%	8.5%	-1%	-3.3%	-22%[20 µM]
26	C/C(CCC(=O)OC[C@H]1O[C@H](C#Cc2ccccc2)C=C[C@@H]1Oc1ccc(C)cc1)=N\OC[C@@H](O)[C@H]1O[C@@H]2OC(C)(C)O[C@@H]2[C@H]1O	0.3%	-17%	.	.	-10%	15%	3.1%	9%	-1.0%	7%
27	Cc1cc(NC(=O)C2C3C(=O)N(CCC(C)C)C(C(=O)NCc4ccccc4)C34C=CC2(C)O4)no1 (stereo unspecified)	0.2%	0%	i	0.7	-22%	3%	2.2%	-4%	-0.6%	11%
28	C/C(=N\NC(=O)c1n[nH]c2c1CCC2)c1cccs1	-0.2%	4%	i	0.6	.	.	0.7%	-21%	-1.7%	9%
29	CCOC(=O)N1CCN(C(=O)c2cc3c(=O)n4ccccc4nc3s2)CC1	-0.2%	-9%	i	0.5	-27%	4%	1.4%	5%	1.0%	-4%
30	COc1cccc2c1OCC(C(=O)NCc1ccc(Cl)cc1Cl)=C2	-0.2%	-6%	i	0.8	-7%	10%	0.9%	-5%	0.3%	-30%
31	Cc1ccc(NC(=O)N2CCCC2C(=O)NCc2ccccc2Cl)cc1 (stereo unspecified)	-0.1%	9%	i	0.4	16%	7%	2.7%	11%	6.6%	-20%
32	S=c1[nH]nc(-c2n[nH]c3c2CCC3)n1/N=C/C=C/c1ccco1	-0.2%	-1%	i	0.1	-6%	-1%	18%	14%	.	-3%
33	CCCCNC(=O)CC1N=C2c3ccccc3N=C(SCC(=O)Nc3cccc(C)c3)N2C1=O (stereo unspecified)	-0.1%	-1%	i	1.3	1%	8%	3.0%	0%	16%	-31%
34	NNC(=O)CC12CC3CC(C1)CC(n1ncnn1)(C3)C2	-0.3%	-6%	i	0.3	-23%	14%	-2.0%	5%	2.5%	8%
35	CCCn1c(N)c(N(CCOC)C(=O)c2cc(S(=O)(=O)N3CCCCCC3)ccc2OC)c(=O)[nH]c1=O	0.2%	-4%	i	0.8	-25%	1%	1.5%	-4%	-0.1%	-7%
36	COc1cc(CC(=O)N(C)CC(=O)Nc2cc(C)ccc2C)cc(OC)c1OC	-0.2%	-4%	i	0.8	-54%	11%	-0.3%	12%	-0.5%	-12%
37	Cc1cnc(NC(=O)CCCc2nc3ccccc3s2)s1	-0.3%	21%	i	1.0	.	-29%	-0.9%	21%	0.2%	-15%
38	COc1ccc(C(=O)n2cnc3ccccc32)cc1[N+](=O)[O-]	-0.2%	11%	i	0.2	-27%	2%	-1.5%	5%	-1.1%	15%
39	CCN(Cc1ccccc1)Cc1nnnn1Cc1ccccc1	-0.1%	-13%	i	0.0	-15%	-18%	-1.2%	21%	-12%	-7%[20 µM]
40	CC1CCCCN1CCNC(=O)C1CCN(S(=O)(=O)c2cccc3cccnc23)CC1 (stereo unspecified)	-0.2%	-4%	i	1.8	-19%	10%	7.1%	-2%	-4.4%	2%
41	Cc1ccc(S(=O)(=O)N(C)C)cc1NC(=O)COC(=O)c1ccc2c(c1)NC(=O)CS2	-0.1%	-10%	i	0.3	-8%	2%	1.3%	1%	-2.7%	26%
42	CCN(CC)CCC(c1ccc(N(C)C)cc1)c1c(O)cc(OC)cc1OC (stereo unspecified)	0.6%	12%	i	1.3	-11%	-8%	-0.3%	-1%	1.9%	13%
43	O=C(CN1C(=O)c2ccccc2S1(=O)=O)N1CCN(c2ccccc2F)CC1	0.3%	-7%	i	0.5	22%	10%	0.3%	-4%	-1.2%	-40%
44	O=c1cc(NCc2ccccc2)nc2n1CCCS2	-0.2%	1%	i	1.0	-17%	9%	-1.1%	3%	2.6%	15%

These rows are one share of the data. The share of hits here may be higher or lower than overall.
